# Tau ThT inhib: tau fibrillization inhibition (ThT binding). hit rate 2.1% among 270,000. Potency, µM (highest dose often 57.4 µM), for the others: at the top dose activity, negative = inhibition, usual class: inhibitors. recombinant tau K18 P301L (four-repeat tau fragment), heparin-induced fibrillization, ThT fluorescence. P10636. AID 1460; further: on the % scale 0 is the no-effect control and ±100 the full control effect; nearly all actives have a fitted effect of over 55% in size
# Target sequence (P10636 561-689 P618L limits assumed): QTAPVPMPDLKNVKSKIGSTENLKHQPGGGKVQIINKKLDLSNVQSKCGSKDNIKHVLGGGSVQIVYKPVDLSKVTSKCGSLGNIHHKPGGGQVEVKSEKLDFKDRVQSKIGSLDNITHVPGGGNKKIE
#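 Tau K18 P301L fragment (15 uM unlabeled plus 0.24 uM Alexa 594-labeled) in 100 mM sodium acetate pH 7 with compound, fibrillization induced by 20 uM heparin for 6 hr at 37 C. Thioflavin T (30 uM) added, fluorescence read after 1 hr (ex 450, em 510 nm).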
# SMN2 splice up: SMN2 splice variant enhancement | HEK293 SMN2-luciferase splicing reporter, luminescence, 30-36 h | Potency, µM (doses to about 46.1 µM), for the others: at the top dose activity change, positive = activation, most hits filed as activators | hit rate 2.8% among 210,000 | AID 1458; further: % of control where 0% means no effect; nearly all actives have a fitted effect of over 55% in size
#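 HEK293 cells carry an SMN2 […]–luciferase reporter in which exon 7 inclusion puts luciferase in frame. Cells were plated 10-12 h before compound addition, then incubated 30-36 h at 37C. ONE-Glo luminescence was read; sodium butyrate at 4.5 mM final served as control.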
# An asterisk follows results filed as active; ? = inconclusive; [ ] = another dose, or the depositor's remark. The call rests on the fitted dose curve; in most records, active means well fitted curve in the direction sought with a large enough effect; inconclusive means small, poorly fitted or top-dose-only effect, or another doubt; inactive means no such curve, though single readings can be large; an effect the other way counts as inactive or inconclusive. Potency means the concentration at half of the fitted maximal effect. An excerpt; count on the stated rates, not on these rows.
Tau ThT inhib,SMN2 splice up,molecule
2%,18%,Cc1c(CCC(=O)NCCc2ccccc2)c(=O)oc2c(C)c(O)ccc12
?,5%,Cc1ccc2oc(C(=O)Nc3sc4c(c3C(=O)NCc3cccnc3)CCCC4)cc(=O)c2c1
-10%,1%,CSc1ccc(C2c3c(-c4ccccc4O)n[nH]c3C(=O)N2Cc2ccncc2)cc1 (stereo not drawn)
?,-30%[inhibitor],CC(C)(C)OC(=O)N1CCC(c2nnc(SCc3ccccc3F)o2)CC1
-1%,-86%[inhibitor],CCCCCN1C(C(=O)c2ccccc2)=C(NC(=O)c2ccccc2Cl)c2ccccc2S1(=O)=O
-13%,-13%,Cc1cc(C)c(NC(=O)CSc2ncc(S(=O)(=O)c3ccc(C(C)(C)C)cc3)c(=O)[nH]2)c(C)c1
-3%,-10%,COc1ccc(Cn2c(=O)c3cccnc3n(Cc3cccc(F)c3)c2=O)cc1
?,-6%,COc1ccc(-c2cc(C(=O)Nc3ccc4c(c3)OCO4)no2)cc1OC
-12%,-13%,Cc1ccc(S(=O)(=O)N2CCN(Cc3ccccc3Cl)CC2)cc1
?,3%,Cc1ccc(NC(=O)Cn2c(=O)nc(-c3ccccc3F)c3cc(Cl)ccc32)c(Br)c1

# Continued.
Tau ThT inhib,SMN2 splice up,molecule
-8%,-13%,CCOc1ccc2c(c1)c(=O)c(C(=O)c1ccc3c(c1)OCO3)cn2Cc1cccc(F)c1
-6%,11%,Cc1cc(C)c2oc(C(=O)Nc3sc4c(c3C(=O)NCc3ccco3)CCC4)cc(=O)c2c1
-1%,7%,CC1(C)O[C@H]2[C@@H](O1)[C@@H](C(=O)Nc1cc(F)ccc1F)O[C@@H]1OC(C)(C)O[C@@H]12
?,-3%,CCCN(CCC)C(=O)CSc1c2c(nc3ccc(Cl)cc13)CCCC2
?,-12%,O=C(C1CCCN(S(=O)(=O)c2cccc3nsnc23)C1)N1CCN(c2ccccc2Cl)CC1 (stereo not drawn)
-12%,-9%,COC(=O)c1sc(NC(=O)/C=C/c2ccc(OC)c(OC)c2)c(C(=O)OC)c1C
?,7%,COc1cc(OC)cc(C(=O)Nc2cc3c(cc2N2CCCCC2)n(C)c(=O)n3C)c1
-13%,0%,CCN1CCN(c2oc(/C=C/c3ccc(OC)c(OC)c3)nc2C#N)CC1
-8%,-16%,CCc1ccc2oc(-c3cc(NC(=O)c4cccs4)ccc3Cl)nc2c1
-7%,-1%,CC(C)n1c(=N)c(C(=O)NCc2cccnc2)cc2c(=O)n3ccccc3nc21

# (further entries)
Tau ThT inhib,SMN2 splice up,molecule
?,-32%[inhibitor],CCCCOc1ccc(CNC(=O)C2CCCN(c3nnc(-n4c(C)ccc4C)s3)C2)cc1 (stereo not drawn)
-5%,-16%,COc1ccc(NC(=O)C2CCN(c3ccc(Sc4ccc(C)cc4)nn3)CC2)c(OC)c1
-8%,-18%,O=C(Nc1ccc(C(F)(F)F)cc1)C(Cc1ccccc1)n1cccc1 (stereo not drawn)
-14%,0%,CCOc1ccc2oc(=O)cc(CN3CCN(c4ccc(OC)cc4)CC3)c2c1
3%,-4%,O=C1Nc2c(c(=O)[nH]c(=O)n2-c2ccccc2)C1(NS(=O)(=O)c1ccc(Cl)cc1)C(F)(F)F (stereo not drawn)
14%,1%,Cc1ccc(N(CC(=O)NC(C)c2ccccc2)S(=O)(=O)c2c(C)noc2C)cc1 (stereo not drawn)
-7%,-11%,COc1ccc(CCNC(=O)Cn2c(=O)n(-c3ccc(OC)c(OC)c3)c(=O)c3ccccc32)cc1OC
-11%,-3%,CC(C)OCCCNC(=O)CSc1c2c(nc3ccc(Cl)cc13)CCCC2
?,3%,CCOC(=O)C1CCN(c2c(C(=O)c3ccc(C)cc3)cnc3ccc(F)cc23)CC1
-4%,?,COC(=O)c1ccc(C(=O)OC)c(NC(=O)c2ccc(-c3ccccc3)s2)c1

# (more compounds)
Tau ThT inhib,SMN2 splice up,molecule
-3%,-9%,CSc1ccc(CCNC(=O)Cn2ncc3c(=O)oc4ccccc4c32)cc1
-10%,5%,COC(=O)C1=C(C)N(C(C)C)C(=O)C1(NC(=O)c1ccc(C(C)(C)C)cc1)C(F)(F)F (stereo not drawn)
-8%,14%,COc1ccc(-c2nc3n(n2)C(c2cccc(C)c2)C(C(N)=O)=C(C)N3)cc1OC (stereo not drawn)
-18%,5%,Fc1ccc(-c2ccc(CNCCSc3nnnn3-c3ccccc3)o2)cc1Cl
-17%,?,COc1cccc(C2Nc3ccccc3-c3nnc(SCc4ccccc4)nc3O2)c1OC (stereo not drawn)
-6%,-8%,O=C(Cc1ccccc1)Nc1sc2c(c1C(=O)Nc1ccc(Br)cc1)CCCC2
-10%,-1%,CCc1nn(CCCC(=O)NCc2ccccc2Br)c(=O)c2cc3occc3n12
-3%,-2%,CC(NC(=O)c1ccc2c(c1)CCN2S(=O)(=O)c1ccccc1)c1ccccc1 (stereo not drawn)
-11%,3%,COc1ccccc1N1CCN(c2cc(C)nc3nc(-c4ccc(C)cc4)nn23)CC1
-17%,0%,CCOC(=O)c1cccc(NC(=O)c2cc3c(-c4cccc(OC)c4)nn(C)c3s2)c1

# (next part)
Tau ThT inhib,SMN2 splice up,molecule
?,7%,COc1ccc2nc3oc(C(=O)N4CCN(c5cc(C)ccc5C)CC4)cc3cc2c1
-11%,-59%[inhibitor],Cc1ccc(NC(=O)C2CCN(C(=O)c3cnn(-c4ccccc4)c3-n3cccc3)CC2)cc1
?,-5%,Cc1cc(Nc2ccc(Br)cc2)n2nc(-c3ccccc3C)nc2n1
-7%,-3%,CCCOc1ccc(-c2nc(N3CCCCC3)c3ccccc3n2)cc1
4%,-4%,CCN(CC)S(=O)(=O)c1ccc2c(c1)N(CC(=O)Nc1cccc(C(C)=O)c1)C(=O)CO2
-5%,-2%,CCC(Cn1nnc2ccccc2c1=O)NC(=O)Nc1ccc(C)c(C)c1 (stereo not drawn)
6%,-6%,CCOc1ccc(C(=O)c2cn(CC(=O)Nc3ccc(OC)cc3)c3cc4c(cc3c2=O)OCO4)cc1
-12%,-7%,CCC(Oc1ccccc1F)C(=O)Nc1c(C(=O)c2ccccc2)oc2ccccc12 (stereo not drawn)
-4%,5.6µM*,CCOC(=O)c1ccc(NC(=O)c2nsc3ccccc23)cc1
5%,0%,COc1ccc(N2C(=O)C(CC(=O)Nc3ccccc3)N(CCC3=CCCCC3)C2=O)cc1 (stereo not drawn)

# More records follow.
Tau ThT inhib,SMN2 splice up,molecule
-4%,2%,Cn1c(=O)oc2cc(S(=O)(=O)N3CCCC(C(=O)Nc4ccc(Br)cc4F)C3)ccc21 (stereo not drawn)
?,-10%,CCOC(=O)c1ccccc1NC(=O)c1cn(CC(C)C)c(=O)c2cc(OC)c(OC)cc12
-8%,6%,COC(=O)c1ccc(NC(=O)CCNS(=O)(=O)c2cccc3nsnc23)cc1
-16%,-4%,CCOc1ccc(C2Nc3ccccc3-c3nnc(SCc4ccccc4)nc3O2)cc1OC (stereo not drawn)
3%,-7%,CC(=O)c1cccc(NC(=O)Cn2c(-c3cncs3)nc3ccccc32)c1
?,-10%,CCCCn1c(-c2ccc(S(=O)(=O)N3CCOCC3)cc2)csc1=Nc1ccccc1
-14%,1%,Cc1cc2nc(-c3ccc(OCc4ccccc4C)cc3)cc(C(F)(F)F)n2n1
-13%,5%,Cc1ccc(-c2nc(S(=O)(=O)c3ccc(C)cc3)c(SCC(=O)c3ccccc3)o2)cc1
-10%,-5%,CCOC(=O)N1CCc2c(sc3c2c(=O)n(-c2ccc(CC)cc2)c(=O)n3C)C1
?,-22%,COc1ccc(-c2nc(SCC(=O)Nc3ccc4c(c3)OCCO4)c(-c3ccccc3)[nH]2)cc1

# (cont.)
Tau ThT inhib,SMN2 splice up,molecule
-2%,-6%,Cc1cc(C)n2nc(CNS(=O)(=O)c3ccc(Cl)cc3)nc2n1
13%,1%,COc1cccc(NC(=O)c2oc3ccccc3c2NC(=O)c2cc3ccccc3o2)c1
?,6%,Cc1ccc2nc(-c3ccc(F)cc3)c(NC(C)(C)CC(C)(C)C)n2c1
-2%,-5%,CCn1cc(C(=O)NCc2ccccc2Cl)c(=O)c2cc(S(=O)(=O)N3CCCCCC3)ccc21
2%,?,Cc1ccc2nc(-c3c[nH]c4ccccc34)c(Nc3ccccc3C)n2c1
-13%,-9%,O=C1c2ccccc2C(=O)C1(c1ccccc1)N1CCN(c2cccc(C(F)(F)F)c2)CC1
-5%,-21%,CCOc1ccc(N(CC(=O)Nc2ccc3c(c2)OCO3)S(=O)(=O)c2ccccc2)cc1
-2%,6%,Cc1ccc(-n2nc(C)c3c(C)c(CCC(=O)NCc4ccccc4Cl)c(C)nc32)cc1
?,-16%,CCOc1ccc(-c2ncnn2-c2sc3c(c2C#N)CCCCC3)cc1
-5%,-36%[inhibitor],Cc1ccc(-n2nc(CO)c(C(=O)NCc3cccnc3)n2)cc1C

# More records follow:
Tau ThT inhib,SMN2 splice up,molecule
7%,-5%,O=C(Cn1ncc2ccsc2c1=O)N1CCN(c2ccccc2)CC1
-9%,-29%,CCOc1ccc(N(CC(=O)Nc2ccccc2CC)S(=O)(=O)c2c(C)noc2C)cc1
?,-36%[inhibitor],Cc1ccc(S(=O)(=O)Cc2ccc(C(=O)N3CCN(c4cccc(Cl)c4)CC3)o2)cc1
-12%,2%,COc1ccc(-c2c(C)nn3c(C(F)(F)F)cc(-c4ccc(C)cc4)nc23)cc1
?,11%,O=C(Cn1c(=O)n(Cc2ccco2)c(=O)c2ccc(C(=O)NC3CCCC3)cc21)Nc1ccc(F)cc1
-5%,-2%,Cc1nc2c(c(C)nn2-c2ccccc2)c(C)c1CCC(=O)NCCc1ccc(Cl)cc1
-6%,-40%[inhibitor],Cc1ccc(S(=O)(=O)Cc2ccc(C(=O)NCCc3ccc(Cl)cc3)o2)cc1
5%,6%,CCOc1ccc(CC(=O)N2CCc3cc(OC)c(OC)cc3C2COc2ccc3c(C)cc(=O)oc3c2)cc1 (stereo not drawn)
-1%,-4%,COc1cccc(NC(=O)C(Cc2ccccc2)NS(=O)(=O)c2ccc3c(c2)c(=O)n(C)c(=O)n3C)c1 (stereo not drawn)
-12%,7%,CCc1ccc(CNC(=O)c2cc3c(=O)oc4ccc(C)cc4c3s2)cc1

# Remaining list, next part
Tau ThT inhib,SMN2 splice up,molecule
?,-3%,COc1ccc(-c2nc3cc(NC(=O)c4ccc(C)cc4)ccc3o2)cc1Cl
-17%,-24%,CCOc1ccc(CN(CCc2ccc3c(c2)OCO3)Cc2cc(OC)cc(OC)c2)cc1
-4%,-3%,CC1CCN(Cc2c(O)ccc3c(=O)c(-c4ccc(Cl)cc4)c(C(F)(F)F)oc23)CC1
1%,1%,CCC1CCCCN1CCCNC(=O)c1c(O)nc2c(C)cccn2c1=O (stereo not drawn)
?,8%,CCc1ccc(Cn2nnc3c(=O)[nH]c(C4CCCN(C(=O)c5cccc(Cl)c5)C4)nc32)cc1 (stereo not drawn)
?,1%,N#CC1=C2SCN(C3CCCCC3)CN2C(=O)CC1c1ccc(Br)cc1 (stereo not drawn)
3%,2%,Cc1noc(C)c1S(=O)(=O)N(CC(=O)NCc1ccccc1)c1ccc(C(C)C)cc1
11µM*,-2%,CCOC(=O)c1cnc2c(C)cc(C)cc2c1Nc1ccc(N2CCOCC2)cc1
-17%,-8%,CC(=O)c1cccc(-n2c(CCC(=O)O)ccc2-c2ccccc2)c1
-9%,-34%[inhibitor],O=C(NCCCc1ccccc1)c1nn(-c2ccccc2)nc1CO
-7%,3%,Clc1ccc(-c2noc3ncnc(NC4CCCCC4)c23)cc1
-6%,-3%,COc1ccc(C)cc1NC(=O)c1cc2c(=O)n3cccc(C)c3nc2s1

# Screens: PubChem, National Center for Advancing Translational Sciences (NCATS)
